High-throughput results deposited in PubChem by National Center for Advancing Translational Sciences (NCATS).
LDHA block = inhibitors of human lactate dehydrogenase A; purified LDHA, NADH/diaphorase-resazurin fluorescence; active compounds read low; P00338; activity change, % (values are at about 110 or 230 µM); 480,000 tested, 0.15% active; in the data active means activity change below about -30%;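 further: plate controls were DMSO wells for no effect and wells without enzyme for full effect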
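Human LDH5 (2 nM) was incubated with 0.06 mM NADH and 0.2 mM pyruvate for 5 min at room temperature in Tris pH 7.4. Remaining NADH was coupled through diaphorase/resazurin, and resorufin fluorescence was read at 0 and 20 min.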
* = called active by the depositor. This is a subset; count on the stated rates, not on these rows.

SMILES	LDHA block
CCNc1c(NC(=O)Nc2ccccc2Cl)c(=O)oc2ccccc12	4
COCCCNc1oc(-c2ccc(C)cc2)nc1C#N	2
Cc1cc(=O)oc2cc(OCC(=O)NCCN(C)C)c(Cl)cc12	-2
COCCn1cc(C(=O)NCCc2cccc(Cl)c2Cl)ccc1=O	9
Cc1ccc(NC(=O)c2ccc(OCc3ccccc3)cc2)cc1	0
CC(Sc1ccc(F)cc1F)C(N)=O (configuration not stated)	-1
Cc1ccc(N2CC(c3nc4ccc(C)cc4[nH]3)CC2=O)cc1 (configuration not stated)	0
N#CC1(NC(=O)CSc2nc(-c3cccs3)nc3ccccc23)CCCCC1	-10
Cc1ccc(CNC(=O)Cn2nc3ccc(SC(C)(C)C)nn3c2=O)cc1	-6
CCOc1ccccc1Oc1c(C)oc2cc(OCC(=O)OC(C)(C)C)ccc2c1=O	0
CCn1c(SCCOC)nnc1C1CC1	9
NC(=S)NCc1ccc(F)cc1	5
COc1cc(/C=C/C(=O)OCCOc2ccc(Cl)cc2)ccc1O	12
O=C(Nc1ccc(Br)cc1)c1ccc(Nc2cc(-c3ccccc3)ncn2)cc1	2
CC(Sc1nc2cc(S(=O)(=O)N3CCCCC3)ccc2o1)C(=O)Nc1ccc(F)cc1Cl (configuration not stated)	1
O=C(CCc1ncc(-c2c(F)cccc2F)o1)N1CCN(S(=O)(=O)c2cc(F)ccc2F)CC1	-9
Cc1cccc(C)c1N=C1NN=C(c2ccc3c(c2)CCN3S(C)(=O)=O)CS1	4
COC(=O)C(C)N1C(=O)S/C(=C/c2ccccc2)C1=O (configuration not stated)	-3
O=C(NCCc1nnc2n1CCCCC2)Nc1ccc(Cl)cc1	-1
Cc1ccccc1NC(=O)c1sc2c(c1C)C(c1cccs1)CC(=O)N2 (configuration not stated)	2

SMILES	LDHA block
CC(=Nc1ccc([N+](=O)[O-])cc1)N(C)C	1
COC(=O)[C@H](CC(C)C)NC(=O)Cn1nc(N2CCN(c3ccccc3)CC2)ccc1=O	-5
O=C(C(=O)N1CCN(C(=O)c2cc3ccccc3[nH]2)CC1)N1CCCC1	1
CC(=O)c1ccc(O)c(C)c1	9
CC(=O)Nc1nc(C23CC4CC(CC(C4)C2)C3)cs1	2
CS(=O)(=O)c1ccc(C(=O)Nc2ccc(-c3cn4ccsc4n3)cc2)cc1	0
NC(=O)NC(=O)COC(=O)c1cc(-c2ccco2)nc2ccccc12	3
COCC(=O)NCc1cccc(C)c1	1
COc1ccc(OCCN(C)c2nc(-c3cccnc3)nc3ccccc23)cc1	7
NS(=O)(=O)c1ccc(N/N=C/c2cccc(O)c2)c([N+](=O)[O-])c1	-7
CC(=O)c1cc(C)cc(C(C)=O)c1O	0
Cc1ccc(C(=O)Nc2ccc(C(C)C)cc2)cc1Cl	0
CN(CC(=O)N(C)c1c(N)n(Cc2ccccc2)c(=O)[nH]c1=O)Cc1ccc(-c2ccccc2)cc1	1
CC(c1ccc(S(N)(=O)=O)cc1)N(C)C(=O)CCc1ncc(-c2ccc(Cl)cc2)o1 (configuration not stated)	14
Cc1ccc(SC(C)C(=O)NC(C(C)C)C(C)C)cc1 (configuration not stated)	5
CC(C)c1cc(N2CCCC2)n2c(nc3ccccc32)c1C#N	3
CCCN(CC(=O)NC(=O)NC1CCCC1)Cc1ccc(C#N)cc1	8
Oc1c(Cl)cc(Cl)c(Cl)c1Sc1c(O)c(Cl)cc(Cl)c1Cl	-2
O=C(CCSc1nc(Cl)nc2nc[nH]c12)N1CCN(Cc2ccccc2)CC1	-1
CCOC(=O)c1cc2n(n1)CC(C)(C(=O)NCCC(C)C)N(CCc1cccs1)C2=O (configuration not stated)	-10

The closing two records of the part before open the next one.
SMILES	LDHA block
O=C(CCSc1nc(Cl)nc2nc[nH]c12)N1CCN(Cc2ccccc2)CC1	-1
CCOC(=O)c1cc2n(n1)CC(C)(C(=O)NCCC(C)C)N(CCc1cccs1)C2=O (configuration not stated)	-10
O=C(Nc1ccccc1)N1CCC2(CC1)Oc1ccccc1C(=O)N2Cc1ccccc1F	-3
Cc1ccc(C)c(C(=O)c2sc(Nc3ccccc3)nc2N)c1	-3
COc1ccc(NC(=O)N[C@@H](CCSC)C(=O)O)c(OC)c1	-11
COc1ccc2c(c1OC)C(=O)OC2CC(=O)c1ccc(F)cc1 (configuration not stated)	-14
CC1CCN(CCNC(=O)C2CCN(CC(F)(F)F)CC2)CC1	-1
COc1ccc(C(=O)COC(=O)Cc2ccc(Cl)cc2Cl)cc1	8
COc1cc(F)ccc1C1=NN(C(C)=O)C(c2ccc3nccnc3c2)C1 (configuration not stated)	-2
CC(Nc1ccc2oc(C(C)(C)C)nc2c1)C(=O)N1CCNC1=O (configuration not stated)	4
Cc1cccc(OCc2nc(C#N)c(NCc3cccnc3)o2)c1	9
CC(=O)N(Cc1cc2cc(C)ccc2[nH]c1=O)C(C)C	-15
COc1ccc(C(=O)O)cc1S(=O)(=O)Nc1cc(Cl)ccc1OCC(F)(F)F	0
Cc1cnc(C(=O)N(Cc2cccs2)C2CC2)cn1	-7
CCn1cc(C#N)c(=O)n(Cc2nc(-c3ccccc3C)no2)c1=O	-2
O=C(NCCc1ccccn1)c1ccc(C(F)(F)F)cc1	9
N#Cc1ccc(C(=O)Nc2ccc(NC(=O)c3cc4ccccc4o3)cc2)c(F)c1	-18
COc1ccc(CN(C)Cc2nnc(-c3ccccc3)o2)cc1F	-6
COc1cc(NC(=O)Nc2cc3c(cc2N2CCCC2)n(C)c(=O)n3C)cc(OC)c1	-5
COc1ccc(-n2nc3cc(C)c(NC(=O)c4ccc(Br)o4)cc3n2)cc1	1
N#Cc1ccccc1Sc1ccccc1C(=O)NCCc1ccc2c(c1)OCCO2	-15
Cc1ccc(S(=O)(=O)N(CC(=O)NCc2ccncc2)c2ccc(C)c(Cl)c2)cc1	12

SMILES	LDHA block
CC1CCCCC1NC(=S)NC1CC1 (configuration not stated)	-2
CCCSc1nnc(-c2ccccc2NC(C)=O)c(=O)[nH]1	-2
COC(=O)CCNC(=O)N1CCc2[nH]cnc2C1c1cc(Cl)ccc1F (configuration not stated)	-24
COC(=O)CNC(=O)N1Cc2c(C)nn(-c3ccccc3)c2-n2cccc2C1c1cccc(C)c1 (configuration not stated)	1
C=C(C)Cn1c(SCCOCC)nc2c1c(=O)[nH]c(=O)n2C	3
O=C(COC(=O)C1CCN(/C=C/C(=O)C(F)(F)F)CC1)NC(c1ccccc1)c1ccccc1	-1
O=C(CSc1ccc2c(c1)OCCCO2)N1CCCc2ccccc21	6
COc1cc(/C=c2\s/c(=C\C(=O)C(C)(C)C)[nH]c2=O)cc(Cl)c1OC(C)C	18
O=C(CSc1nc2cc(S(=O)(=O)N3CCOCC3)ccc2o1)N1CCOCC1	-4
Fc1ccccc1-c1ccc(CNCC2CCNCC2)o1	2
c1ccc(Oc2ncnc3sc(-c4ccccc4)cc23)cc1	12
O=C(CCCc1c[nH]c2ccccc12)NCCNC(=O)c1ccco1	5
Cc1c(C(=O)N(Cc2nc3ccccc3c(=O)[nH]2)C(C)C)oc2ccccc12	-10
CCCCNC(=O)Cc1n[nH]c(=O)c2ccccc12	0
CNC(=O)Cn1nc(-c2ccccc2)c2ccccc2c1=O	-3
N#C/C(=C\c1ccc(-c2ccccc2Cl)o1)c1ccccc1	7
CCC(NC(=O)c1ccccc1)c1ccccc1OC(F)F (configuration not stated)	2
c1coc(CNCc2ccc3cc[nH]c3c2)c1	-2
Cc1cc(Nc2ccccc2)n2nc(Cc3ccc(Cl)cc3)nc2n1	-32*
O=C(c1ccc(OCc2cn3ccccc3n2)cc1)N1CCN(c2ccccn2)CC1	-12

4 of the entries above in order of their number in LDHA block, smallest number first:
SMILES	LDHA block
CNC(=O)Cn1nc(-c2ccccc2)c2ccccc2c1=O	-3
CCC(NC(=O)c1ccccc1)c1ccccc1OC(F)F (configuration not stated)	2
C=C(C)Cn1c(SCCOCC)nc2c1c(=O)[nH]c(=O)n2C	3
O=C(CSc1ccc2c(c1)OCCCO2)N1CCCc2ccccc21	6

Carrying on.
SMILES	LDHA block
Cc1[nH]nc2c1C(c1ccccc1Br)C1=C(COC1=O)N2 (configuration not stated)	3
Cc1ccnc(SCc2ccc(F)cc2)n1	-1
O=C(CCC(=O)c1ccc(Cl)cc1)OCC(=O)c1ccccc1Br	-1
Brc1ccc(/C=N/Nc2nc3ccccc3c3ccccc23)cc1	-7
CCN(CC1CCOC1)C(=O)Cn1nc(C)c2ccccc2c1=O (configuration not stated)	0
O=C(O)c1cc(-c2ccccc2)nc2cc(Br)ccc12	-19
O=C(O)CNS(=O)(=O)c1ccc(Cl)cc1	4
Fc1cc(CSc2nnc(C3CC3)n2C2CC2)c2ncccc2c1	0
Cc1ccc(C(=O)Oc2cccc(OC(=O)c3ccc(C)cc3)c2C)cc1	0
N#CCCn1c(SCC(=O)Nc2ccc(N3CCCCC3)cc2)nc2ccccc21	-1
O=[N+]([O-])c1cc(NS(=O)(=O)c2ccc(Br)s2)c(F)cc1F	0
CCn1c(=O)c2sccc2n(CC(=O)N(C)c2ccccc2)c1=O	6
CC(=O)Nc1ccc(NC(=O)CN(C)S(=O)(=O)c2ccccc2)cc1	3
Cc1ccccc1C(=O)NCC(=O)NCCc1c[nH]c2ccccc12	-15
CCCCNC(=O)N1CCN(C(=O)Cc2c[nH]c3ccccc23)CC1	-11
O=C(O)C(c1c[nH]c2cc(F)ccc12)N1CCN(C2=Nc3ccccc3Oc3ccccc32)CC1 (configuration not stated)	0
CCCCCCn1c(N(C)C)nc2c1c(=O)[nH]c(=O)n2C	-12
O=C(O)c1cnc(-c2ccccc2)nc1	0
Cn1c(=O)c2ccccc2n(CC(=O)Nc2ccc(Cl)cc2F)c1=O	2
O=C1/C(=C/c2ccc(Cl)cc2Cl)C(c2ccccc2)Oc2ccccc21 (configuration not stated)	-1

In another format: results already given.
> Fc1cc(CSc2nnc(C3CC3)n2C2CC2)c2ncccc2c1
  LDHA block: 0

> Cc1ccc(C(=O)Oc2cccc(OC(=O)c3ccc(C)cc3)c2C)cc1
  LDHA block: 0

> N#CCCn1c(SCC(=O)Nc2ccc(N3CCCCC3)cc2)nc2ccccc21
  LDHA block: -1

5 structures already listed, ordered by SMILES length, descending:
SMILES	LDHA block
O=C1/C(=C/c2ccc(Cl)cc2Cl)C(c2ccccc2)Oc2ccccc21 (configuration not stated)	-1
O=C(CCC(=O)c1ccc(Cl)cc1)OCC(=O)c1ccccc1Br	-1
Cc1[nH]nc2c1C(c1ccccc1Br)C1=C(COC1=O)N2 (configuration not stated)	3
Fc1cc(CSc2nnc(C3CC3)n2C2CC2)c2ncccc2c1	0
Cc1ccnc(SCc2ccc(F)cc2)n1	-1

Further records follow:
SMILES	LDHA block
CCCOc1c(OC)cccc1C1CC(=O)Nc2c1c(C)nn2-c1ccc(=O)[nH]n1 (configuration not stated)	-3
O=C1CN(C(=O)COc2ccc(Br)cc2Cl)c2ccccc2N1	0
CC(C)(C)NC(=O)COC(=O)c1cc(=O)c2ccccc2o1	1
Cc1ccc(CNC(=O)N2CCCC(C(F)(F)F)C2)cc1 (configuration not stated)	1
Cc1ccc(C)c(NC(=S)NNC(=O)C(c2ccccc2)c2ccccc2)c1	-21
CCOc1ccc(NC(=O)COc2ncnc3ccc(Br)cc23)c([N+](=O)[O-])c1	-5
Cc1ccc(CNC(=O)CCc2ccccc2)cn1	1
CN(Cc1ccncc1)C(=O)CCCNC(=O)C1CC1	0
COC(=O)C(C)Sc1nnc(CSc2ncccn2)n1-c1ccc(Cl)cc1 (configuration not stated)	-8
CCNC(=O)NC(=O)CN1CCN(Cc2ccc(C#N)cc2)CC1	-2
